Cneo AK release: Cryptococcus neoformans cell lysis inducers, primary screen, AK release luminescence, single concentration; C. neoformans lysis, adenylate kinase release luminescence, 4 h; normalised: neutral wells 0, clomiphene wells 100; lysis activity, % at 15 µM; hit rate 0.2% among 360,000;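 active means mean lysis activity across replicates of at least 80%, whatever share of replicates individually reach that level; inactive means mean lysis activity below 80%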
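Test system: log-phase Cryptococcus neoformans yeast cells. Input: 5 × 10^6 yeast cells/mL. Medium: fresh YPD growth medium. Doses: single dose. Incubation: static 4 h at 37 °C with compound, 1 h detection. Measured by: luminescent adenylate kinase detection reagent. Read-out: signal increase indicating cell lysis. Benchmarks: Clomiphene.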
LGR2 antag: inhibitors of bursicon-induced LGR2 CRE-luciferase signal, primary screen, cell-based, HEK293, CRE-luciferase reporter, bursicon stimulation; Drosophila bursicon receptor LGR2 (rickets); bursicon-stimulated, 4 h; inhibition, % at 9.99 µM; hit rate 0.35% among 380,000; AID 720647, 2013;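 active means drop in luminescence signal, shown as inhibition above about 50% in the replicate tests, limit read from the data, passing the limit was not always enough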;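 further: agonist challenge used bursicon conditioned medium at about half maximal strength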
PAX8 reporter: inhibitors of PAX8-driven TPO luciferase reporter, primary screen, RMG-I cells, single concentration | SteadyGlo, 24 h | inhibition, % at 12.6 µM | hit rate 1.2% among 360,000;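 active means mean replicate inhibition at least 60% with every replicate also reaching 60%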;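 further: luciferase light reporting Pax8 driven TPO promoter activity; plate controls were median of neutral control wells for no effect and mitoxantrone controls for full effect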
EWS-Fli block: EWS/Fli-driven NR0B1 reporter inhibitors, primary screen, A673 cells, NR0B1 luciferase, luminescence, MLPCN library; hit rate 0.67% among 350,000; inhibition, % at 12.6 µM; viability-normalised;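 active means mean inhibition of at least 50% after viability correction, with every replicate also passing that limit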;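 further: firefly luciferase signal divided by Alamar Blue viability fluorescence both relative to DMSO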
CASP6 VEID inh: human caspase-6 inhibitors, primary screen, biochemical, VEID-R110 fluorescence, single point, set 2 | P55212 | purified caspase-6, Z-VEID-R110 cleavage fluorescence | inhibition, % at 12.5 µM | hit rate 0.53% among 350,000 | AID 686996, 2013;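 active means mean inhibition across replicates at least about 35%, with every replicate also reaching that limit, limit read from the data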;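 further: 0% = median of neutral control wells and 100% = no fluorescence left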
Target sequence (P55212 24-179 limits assumed): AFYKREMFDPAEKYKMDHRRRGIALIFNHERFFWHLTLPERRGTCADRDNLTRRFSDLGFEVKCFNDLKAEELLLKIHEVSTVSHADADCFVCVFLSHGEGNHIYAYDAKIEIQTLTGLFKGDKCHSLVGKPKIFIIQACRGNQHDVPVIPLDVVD
Target sequence (P55212 194-293 limits assumed): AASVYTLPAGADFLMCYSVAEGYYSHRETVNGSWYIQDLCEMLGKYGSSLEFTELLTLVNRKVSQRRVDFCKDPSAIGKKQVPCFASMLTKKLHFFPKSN
miR122 inh: miR-122 Renilla sensor signal increase in Huh7, primary screen, miR-122 inhibitor project, cell-based, single point, plate reader. Huh7 miR-122 Renilla luciferase sensor, 48 h; neutral wells = 0, positive control = 100. hit rate 0.3% among 340,000. activation (reporter increase), % at 12.5 µM;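 active means mean replicate activation score at least 90 and every replicate individually at or above 90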;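 further: higher luciferase means less miR-122 activity so hits act as miR-122 inhibitors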
FN deposit inh: inhibitors of fibronectin matrix deposition, primary screen, AH1F cells, Alexa488-fibronectin fluorescence, plate reader; AH1F fibroblasts, overnight; inhibition, % at 12.6 µM; hit rate 0.086% among 350,000; AID 743247, 2014;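 active means mean inhibition across replicates of 30% or more, regardless of how many single replicates reach that level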;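 further: positive control wells lacked labelled fibronectin entirely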
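material = AH1F fibroblast monolayer depositing Alexa488-labelled fibronectin into matrix | amount = 10000 AH1F cells/well | buffer or medium = DMEM plus 2% serum, read in PBS | incubation = 1 h cell adhesion before compound, then overnight fibronectin incubation | detection = fluorescence at 485 nm excitation, 525 nm emission | evaluation = percent inhibition as loss of matrix-bound fibronectin fluorescence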
PGC1a acetyl inh: inhibitors of PGC1a acetylation signal, primary screen, cell-based, U2OS, AlphaScreen, inhibitor mode | hit rate 0.17% among 350,000 | inhibition, % at 15.6 µM | AlphaScreen anti-acetyl-lysine; with virally co-expressed GCN5 acetyltransferase;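 active means every replicate shows inhibition of at least 40%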;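 further: 0% = neutral control wells and 100% = positive control wells; some results beyond the cut were filed as inactive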
Numbers without * were called inactive; nt = not tested or not shown; & = joins results of further samples; [ ] = another dose, or the depositor's remark.

SMILES	Cneo AK release	LGR2 antag	PAX8 reporter	EWS-Fli block	CASP6 VEID inh	miR122 inh	FN deposit inh	PGC1a acetyl inh
CC(C)NC(=O)Nc1ccc2c(c1)C(=O)N(C)[C@H]1CC[C@@H](CC(=O)NCc3ccc(F)cc3)O[C@H]1CO2	8.9	21.3	-8.7	2.2	6.2	nt	-1.5	nt
CCN(CC)CCN1CCN(c2cnc(C)cn2)CC1	1.5	-12.9	-7.9	-5.3	-2.8	5.0	nt	9.6
CC(O)Cc1cn([C@@H](CCCCNC(=O)OC(C)(C)C)C(=O)N2CCN(C(=O)OC(C)(C)C)CC2)nn1 (some centres not stated)	4.2	8.6	-2.7	12.6	-0.4	0.2	8.5	-18.8
COc1ccc(-c2nnc3ccc(SCC(=O)Nc4nccs4)nn23)cc1OC	nt	9.7	-21.6	-4.1	-0.3	nt	-1.3	nt
O=C(Cn1nnc(-c2ccc(Cl)cc2)n1)NCCC1=CCCCC1	1.3	7.3	nt	5.2	2.7	nt	nt	6.0
O=C(Cc1c[nH]c2ccccc12)NCc1ccco1	nt	12.7	-2.8	4.8	2.3	nt	3.4	nt
COc1cccc(S(=O)(=O)N(C)C[C@@H]2Oc3cc(Br)ccc3S(=O)(=O)N([C@@H](C)CO)C[C@@H]2C)c1	-0.9	2.1	17.5	15.6	-1.6	5.5	-17.6	-9.6
COc1cc(NS(=O)(=O)c2ccc(Nc3nc(-c4cccc([N+](=O)[O-])c4)cs3)cc2)nc(OC)n1	-0.1	10.3	6.8	-14.0	6.6	-1.2	-5.3	-12.0
O=C(CCc1cnccn1)NC1CCCc2c1cnn2-c1ccc(F)cc1F (configuration not stated)	nt	-26.5	8.3	0.9	-3.3	nt	-6.1	nt
CCN(CC(=O)Nc1c(F)cccc1F)C(=O)c1ccc(N2C(=O)c3ccccc3C2=O)cc1	2.4	-6.3	3.5	11.0	-0.3	-1.1	nt	7.6
Cc1cccc(C(=O)OCC(=O)NCCNC(=O)COC(=O)c2cccc(C)c2C)c1C	-0.9	-10.3	25.3	2.0	-119.6	0.3	7.3	nt
Cc1ncc([N+](=O)[O-])n1CC(=O)Nc1ccc(F)cc1F	-4.2	10.8	14.8	1.8	-0.9	0.7	-0.3	1.2
COCCN(CCOC)C(=S)Nc1cc(S(=O)(=O)N(C)C)ccc1C	0.0	4.6	-4.0	1.1	2.7	-8.4	0.7	nt
CC(C)NC(=O)N(C)C[C@@H]1Oc2ccc(NC(=O)CCCN(C)C)cc2C(=O)N([C@@H](C)CO)C[C@@H]1C	0.6	-1.1	-7.9	-1.9	-0.3	-5.5[16.7 µM]	nt	-2.6
COc1ccc(/C=C/C(=O)N2CCCc3ccccc32)c(OC)c1	-1.1	-12.8	-21.5	-5.0	6.4	-5.1	6.7	-11.4
O=C(NCc1cccc(F)c1)[C@@H]1[C@@H](CO)[C@@H]2Cn3c(ccc(-c4ccccc4)c3=O)[C@H]1N2CC1CC1	1.4	-5.2	-3.6	7.2	1.6	9.4[16.7 µM]	nt	nt
O=[N+]([O-])c1ccc2oc(C(O)c3cccc(Cl)c3)cc2c1 (configuration not stated)	5.8	5.6	5.1	16.9	3.5	-5.1	11.7	3.9
O=C(/C=C/c1cccnc1)c1cc(F)ccc1O	nt	-1.2	-4.5	8.4	-0.9	nt	8.5	13.7
C[C@@H]1CN([C@@H](C)CO)C(=O)c2cc(NC(=O)CCCN(C)C)ccc2O[C@@H](C)CCCCO[C@H]1CN(C)Cc1ccc(C(F)(F)F)cc1	0.9	-1.2	nt	8.9	-3.5	6.6[16.7 µM]	nt	-8.4
COc1ccc(CCC(=O)NNC(=O)Nc2ccc(C(C)C)cc2)cc1	0.3	12.3	nt	-6.8	-4.5	0.8	2.7	3.1
C/C=C/c1ccc([C@H]2[C@@H](C#N)N(c3nc(CC)cs3)[C@H]2CO)cc1	54.3	-19.8	2.9	7.9	-0.2	nt	-11.8	-14.1
O=C(CC1CC1)N1CC[C@@H]2[C@H](CO)Nc3ccc(-c4ccc(F)cc4)cc3[C@@H]21	-0.5	-4.9	14.0	4.5	nt	-1.3[16.7 µM]	5.4	-11.6
Cc1cccn2c(=O)c3cc(C(=O)NC4CCCC4)c(=N)n(CCc4ccccc4)c3nc12	-0.4	-1.0	5.8	-3.3	-1.0	-1.6	-5.6	-2.2
Cc1cc(S(=O)(=O)Nc2ccc(C(=O)NCC(c3ccco3)N3CCCC3)cc2)ccc1F (configuration not stated)	-0.7	10.2	12.1	0.7	1.0	6.6	nt	nt
Cc1cccc(-n2cc3c(=O)n(C)c(=O)n(C)c3c2)c1	nt	-7.5	0.1	-4.8	14.7	1.3	-7.1	4.4
C[C@H](CO)N1C[C@H](C)[C@H](CN(C)S(=O)(=O)c2ccc(F)cc2)Oc2ccc(NC(=O)C3CCCCC3)cc2CC1=O	3.1	10.2	-5.6	0.4	-2.6	-3.0[16.7 µM]	-5.5	-8.9
C[C@H]1CCCCO[C@@H](CN(C)C(=O)Nc2ccc(F)cc2)[C@@H](C)CN([C@@H](C)CO)C(=O)c2cc(NC(=O)Nc3ccc(C(F)(F)F)cc3)ccc2O1	1.1	13.0	32.8	0.9	-0.2	-1.7[16.7 µM]	nt	5.0
COCCn1c(C)cc(/C=C(\C#N)C(=O)OC(C)C(=O)Nc2ccc(NC(C)=O)cc2)c1C (configuration not stated)	nt	-18.2	3.5	-16.0	4.0	-2.2	2.8	1.5
O=S(=O)(c1ccc(Cl)cc1)N1[C@@H]2CNC[C@H]1C2c1ccc(-c2cccnc2)cc1 (some centres not stated)	nt	-0.5&9.8	-1.9	-2.0&5.7	-0.1&-2.3	nt	2.7&-6.4	0.6
COc1cc(SC)ccc1C(=O)N1CCN(c2ccccc2F)CC1	nt	1.8	11.1	-3.1	2.7	nt	12.0	nt
C[C@H]1CCCCO[C@@H](CN(C)Cc2ccncc2)[C@@H](C)CN([C@@H](C)CO)C(=O)c2cc(NS(=O)(=O)c3cccs3)ccc2O1	3.6	37.9	nt	-1.4	-0.6	3.1[16.7 µM]	nt	-2.9
C[C@@H]1CN([C@H](C)CO)C(=O)CCCn2cc(nn2)CO[C@H]1CN(C)S(=O)(=O)c1ccc(-n2cccn2)cc1	-0.1	3.2&0.6	1.2	-4.3	-4.4	-6.0	-5.9&-0.2	0.8
c1ccc(-c2nc(NCCCn3ccnc3)c3ccccc3n2)cc1	nt	28.3	7.4	4.7	-4.8	1.3	4.2	-12.9
O=C1CCCC(=O)C1C(c1ccc(Cl)cc1)C1C(=O)CCCC1=O	-1.6	3.3	-10.5	-33.6	-5.0	-3.5	4.3	nt
CC(=O)N1CCc2cc(S(=O)(=O)NCCCN3CCC(C)CC3)ccc21	2.0	2.0	0.6	nt	-10.7	-4.2	1.3	7.8
Cc1nc2scc(C)n2c(=O)c1S(=O)(=O)N1CCN(c2ccccc2)CC1	nt	5.3	2.5	-5.0	-1.3	22.5	0.0	nt
CCCc1ccc(-c2cc(NC(=O)Cc3c(C)[nH]c4ccccc34)ccc2Nc2cccnc2)cc1	nt	17.2	27.6	8.7	5.5	nt	-3.3	nt
O=S(=O)(NC1CCCCC1N1CCCCC1)c1ccccc1 (configuration not stated)	-2.1	5.7	-2.1	5.4	-0.9	-4.9	4.0	5.5
COc1cccc(-c2nc(CS(=O)(=O)CC(=O)NCCc3ccccc3)c(C)o2)c1	5.2	-0.6	-1.6	-4.4	-2.9	-2.4	-1.4	-1.2
COc1ccc(C(CNC(=O)c2cccc(S(=O)(=O)NCc3ccccc3)c2)N(C)C)cc1 (configuration not stated)	-1.3	7.1	-0.2	nt	-149.5	nt	9.2	nt

6 entries picked at random from those above:
SMILES	Cneo AK release	LGR2 antag	PAX8 reporter	EWS-Fli block	CASP6 VEID inh	miR122 inh	FN deposit inh	PGC1a acetyl inh
C[C@@H]1CN([C@H](C)CO)C(=O)CCCn2cc(nn2)CO[C@H]1CN(C)S(=O)(=O)c1ccc(-n2cccn2)cc1	-0.1	3.2&0.6	1.2	-4.3	-4.4	-6.0	-5.9&-0.2	0.8
Cc1cc(S(=O)(=O)Nc2ccc(C(=O)NCC(c3ccco3)N3CCCC3)cc2)ccc1F (configuration not stated)	-0.7	10.2	12.1	0.7	1.0	6.6	nt	nt
O=S(=O)(NC1CCCCC1N1CCCCC1)c1ccccc1 (configuration not stated)	-2.1	5.7	-2.1	5.4	-0.9	-4.9	4.0	5.5
C[C@H]1CCCCO[C@@H](CN(C)C(=O)Nc2ccc(F)cc2)[C@@H](C)CN([C@@H](C)CO)C(=O)c2cc(NC(=O)Nc3ccc(C(F)(F)F)cc3)ccc2O1	1.1	13.0	32.8	0.9	-0.2	-1.7[16.7 µM]	nt	5.0
Cc1nc2scc(C)n2c(=O)c1S(=O)(=O)N1CCN(c2ccccc2)CC1	nt	5.3	2.5	-5.0	-1.3	22.5	0.0	nt
O=S(=O)(c1ccc(Cl)cc1)N1[C@@H]2CNC[C@H]1C2c1ccc(-c2cccnc2)cc1 (some centres not stated)	nt	-0.5&9.8	-1.9	-2.0&5.7	-0.1&-2.3	nt	2.7&-6.4	0.6

Remaining list, next part.
SMILES	Cneo AK release	LGR2 antag	PAX8 reporter	EWS-Fli block	CASP6 VEID inh	miR122 inh	FN deposit inh	PGC1a acetyl inh
CCOP(=O)(OCC)C(Nc1ccccc1)c1ccccc1C(F)(F)F (configuration not stated)	nt	4.3	11.9	2.3	0.1	nt	-4.5	-19.7
C/C=C/c1cnc2c(c1)C(=O)N([C@H](C)CO)C[C@@H](C)[C@H](CN(C)C(=O)NCCC)O2	-15.6	-17.2	nt	-1.5	5.2	9.1[16.7 µM]	-3.9	1.3
COc1ccc(NC(=O)N2C[C@@H](O)COC[C@H]3O[C@H](CC(=O)N4CCN(C)CC4)CC[C@@H]32)cc1	2.8	1.9	-11.7	7.4	3.0	10.3[16.7 µM]	3.9	9.0
CC(Oc1ccccc1F)C(=O)NNC(=O)c1ccc(-n2cncn2)c([N+](=O)[O-])c1 (configuration not stated)	-0.8	-3.6	-13.5	4.0	-2.2	2.1	-1.3	-0.2
CN(C[C@H]1N[C@@H](CO)[C@@H]1c1ccc(-c2cccc(F)c2)cc1)S(C)(=O)=O	-0.3	-5.1	99.6*	13.8	-2.5	0.0[16.7 µM]	4.1	5.4
COc1ccc(OCCCC(=O)OCC(=O)c2ccc3c(c2)NC(=O)CO3)cc1	nt	3.9	-1.7	0.6	-1.9	0.8	-2.8	11.8
COc1ccccc1NC(=O)/C=C/c1ccc2c(c1)OCO2	nt	-93.0	-60.6	-12.1	4.9	nt	-6.6	nt
O=c1cc(N2CCN(c3ccccc3)CC2)[nH]c(=O)n1-c1ccccc1Cl	-2.3	nt	nt	3.0	4.4	-2.3	nt	-2.1
COc1ccc(-c2nnc(NC(=O)C3CC3)o2)cc1	nt	-30.7	-5.3	-26.1	0.1	nt	-2.3	nt
O=C(CSc1nnc2c(n1)[nH]c1ccccc12)OCc1ccccc1	-2.8	-9.7	nt	nt	nt	-4.9	nt	-8.6
CCOC(=O)c1sc(-c2cccc(C(F)(F)F)c2)nc1O	nt	8.2	-8.2	11.4	1.5	nt	-5.5	-3.3
COc1ccc(Cc2[nH]n3c(=O)cc(C(C)C)nc3c2-c2ccccc2)cc1	nt	-7.9	34.9	35.3	-4.3	-5.3	2.2	0.5
CC/C(=N\NC(=O)c1c(C)nc2ccccn12)c1ccccc1	2.6	3.3	-39.1	3.5	1.9	1.3	-1.0	3.5

Compound activity deposited in PubChem BioAssay by Broad Institute.
